High-throughput results deposited in PubChem by several laboratories.
N-glyco inh: blocks N-linked glycosylation in D54 reporter cells. D54 ERlucT glycosylation luciferase reporter, 24 h; percent of 100 nM tunicamycin response. reporter increase, % at 12.5 µM. actives 0.23% (n = 360,000). AID 588692;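 active means mean luciferase reporter signal, scaled so untreated is 0 and the glycosylation-blocking control 100, at or above a set limit in every replicate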;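 further: luciferase carries N-glycosylation sites so blocking glycosylation raises the light; 0% = median of neutral control wells and 100% = median of 100 nM tunicamycin wells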
NOD2 RIPK2 PPI: inhibitors of human NOD2-RIPK2 interaction; O43353; CHO BLA complementation NOD2-RIPK2, CCF4 ratio; inhibition, % at 4.98 µM; actives 0.38% (n = 360,000); in the data active means inhibition above about 21%;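 further: 0% = vehicle only and 100% = reference blocker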
ABHD5 PLIN5 PPI: blocks binding of human ABHD5 to perilipin-5 | Split G. princeps luciferase complementation, luminescence, 4 h | Q00G26+Q8WTS1 | inhibition, % at 4 µM | actives 0.78% (n = 360,000);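 active means inhibition above the mean inhibition across every tested compound plus 3 SD, cut at about 22% in these data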;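 further: 0% = DMSO only wells and the 100% control is not disclosed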
ABCB6 inh MLPCN: human ABCB6 transporter inhibition; Q9NP58; K562-ABCB6 porphyrin accumulation, flow cytometry, 1 h; active compounds read low; fluorescence ratio to DMSO, % at 10 µM; actives 0.19% (n = 360,000);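 active means fluorescence ratio to DMSO below 75%, the collection mean minus 3 SD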;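 further: signal is porphyrin accumulated inside mitochondria; 100% equals median channel fluorescence of DMSO control wells; lower ratio means ABCB6 inhibition with less porphyrin fluorescence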
Target sequence (Q9NP58 whole entry, looked up): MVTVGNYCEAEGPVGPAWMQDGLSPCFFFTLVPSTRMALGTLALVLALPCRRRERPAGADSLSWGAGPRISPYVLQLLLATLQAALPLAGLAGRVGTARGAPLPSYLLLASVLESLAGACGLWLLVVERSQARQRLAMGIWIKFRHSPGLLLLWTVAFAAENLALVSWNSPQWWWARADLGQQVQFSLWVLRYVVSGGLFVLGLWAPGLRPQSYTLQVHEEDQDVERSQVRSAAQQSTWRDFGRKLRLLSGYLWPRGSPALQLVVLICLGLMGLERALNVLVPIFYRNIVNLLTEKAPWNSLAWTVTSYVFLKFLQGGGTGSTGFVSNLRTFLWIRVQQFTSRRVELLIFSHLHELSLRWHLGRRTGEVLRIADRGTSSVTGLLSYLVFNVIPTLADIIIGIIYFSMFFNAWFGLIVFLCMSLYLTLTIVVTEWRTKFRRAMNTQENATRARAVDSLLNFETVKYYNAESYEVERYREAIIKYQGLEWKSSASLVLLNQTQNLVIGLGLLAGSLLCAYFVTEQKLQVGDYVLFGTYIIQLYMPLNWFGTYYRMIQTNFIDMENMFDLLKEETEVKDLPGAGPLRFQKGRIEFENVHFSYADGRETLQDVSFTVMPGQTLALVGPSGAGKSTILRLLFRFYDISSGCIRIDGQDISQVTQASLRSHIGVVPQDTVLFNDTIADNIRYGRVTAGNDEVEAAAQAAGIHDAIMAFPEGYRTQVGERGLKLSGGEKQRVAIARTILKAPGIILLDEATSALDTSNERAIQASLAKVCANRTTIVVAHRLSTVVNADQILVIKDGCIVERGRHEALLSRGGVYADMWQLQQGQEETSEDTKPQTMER
TLR9-MyD88 block: TLR9-MyD88 interaction inhibition. inhibition, % at 4.98 µM. CHO BLA complementation TLR9-MyD88, CCF4 FRET ratio. actives 0.21% (n = 340,000);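 active means inhibition above the mean over all tested compounds plus 3 SD, cut at about 21% in these data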;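 further: 0% = DMSO only wells and 100% = clavulanate BLA inhibitor control wells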
MC4R antagonist: human MC4R antagonism in cAMP assay; AID 540295; P32245; actives 0.48% (n = 360,000); inhibition, % at 6.5 µM; MC4R-expressing cells, MTII-stimulated cAMP, LANCE TR-FRET;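 active means inhibition above its plate's cutoff, the mean of tested wells on that plate plus 3 SD, cut at about 29% in these data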;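 further: 0% = Melanotan II alone and 100% = Melanotan II plus saturating MCL0020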
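Material: U2OS-MC4R stable cell line | Reagent: Melanotan II challenge after compound preincubation | Doses: One concentration, 6.5 µM nominal | Incubation: 30-min compound preincubation, 1-h Melanotan II challenge, 1-h detection, room temperature | Signal: TR-FRET cAMP assay | Replicates: One well per compound, no replicates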
Vif inh: inhibitors of HIV Vif; HEK293T cells, Vif self-association by quenched fluorescence, imaging, 24 h; AID 602346; inhibition, % at 7.49 µM; actives 0.35% (n = 340,000); in the data active means inhibition above about 50%, passing the limit was not always enough; further: some results filed as inactive read as strong as hits
Exocytosis inh: blocks lytic granule exocytosis | AID 651702 | inhibition, % at 10 µM | actives 0.66% (n = 360,000) | TALL-104 LAMP-1 surface exposure, flow cytometry; cells stimulated with thapsigargin and PMA;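 active means inhibition above about 55%, limit read from the data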
MC4R ag barr: activates human MC4R beta-arrestin recruitment. AID 540308. actives 0.98% (n = 360,000). U2OS MC4R beta-arrestin complementation, luminescence; percent of melanotan II response, DMSO zero. activation, % at 8.9 µM. P32245;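 active means activation above a per-plate cutoff, the mean activation of sample wells on that plate plus 3 SD, cut at about 8% in these data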
aDG glyco up: alpha-DG glycosylation activation. Pro5-aDG cells, alpha-DG glycosylation AlphaScreen (IIH6); 0% Pro5, 100% B10-LARGE cell signal. activation, % at 10 µM. actives 0.22% (n = 360,000). AID 624168;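 active means activation of at least 8% versus controls, or a plate z-score of at least 8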;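 further: Pro5 are CHO cells carrying HIG-tagged alpha-DG that lacks glycosylation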
The depositor's hits bear a star; x = not tested or not shown. This is a subset (hit frequency here may not be typical).

SMILES	N-glyco inh	NOD2 RIPK2 PPI	ABHD5 PLIN5 PPI	ABCB6 inh MLPCN	TLR9-MyD88 block	MC4R antagonist	Vif inh	Exocytosis inh	MC4R ag barr	aDG glyco up
O=c1cc(O)c2c(=O)n(Cc3ccccc3)c3ccccc3c2o1	1	-9	-7	97	-2	5	-3	-5	-1.7	-0.1
CCOC(=O)c1cc2c(=O)c3cc(C)ccc3oc2nc1C	-3	2	-4	95	0	9	-1	-4	0.8	-0.1
Cc1nc(Nc2ccc(C(=O)O)cc2)nc(Nc2ccc(C(=O)O)cc2)c1[N+](=O)[O-]	2	0	1	99	5	12	0	14	-4.7	0.4
O=C(O)c1cccnc1Oc1ccccc1	3	-10	1	92	-3	8	-3	1	-1.5	-0.2
C=CCNC(=O)c1c(Cl)cnn1-c1ccc(C)cc1	0	-2	-2	100	x	2	-14	-1	-0.7	0.3
COc1ccc(CCNC(=O)CN2CCC(C(N)=O)CC2)cc1	2	-4	-2	89	-2	4	-14	1	-0.2	0.2
CCOC(=O)C1(Cc2cccc(OC)c2)CCN(CCO)CC1	-1	-6	9	97	-1	6	66*	-3	-2.2	-0.1
O=C(NCc1ccccc1)C1CCCN(C(=O)c2ccc(F)cc2)C1 (configuration not stated)	2	2	-6	89	3	-2	19	-4	-1.9	0.4
Cc1cc2nc(-c3ccco3)c(Cc3ccccc3C(F)(F)F)n2c(C)c1Br	x	9	40*	119	x	x	x	85*	x	0.3
Cn1nc(C(C)(C)C)c([N+](=O)[O-])c1C(=O)N1CCOCC1	-2	0	-5	96	1	4	6	-4	-1.0	-0.1
COc1cc(C(=O)N/C(=C\c2cn(C)c3ccccc23)C(=O)NCCN2CCOCC2)cc(OC)c1OC	0	2	-1	139	6	2	3	1	1.5	-0.2
COc1ccccc1N1CCN(C(=O)c2ccc3noc(-c4ccccc4)c3c2)CC1	-3	-10	-9	88	2	8	-5	2	0.6	0.1
CNC(=O)CSc1nnc(-c2cccnc2)n1CCc1ccccc1	2	-1	2	106	-8	2	8	3	-0.8	-0.2
Cc1ccc(N2CC(C(=O)Nc3nnc(SCC(=O)NCC4CCCO4)s3)CC2=O)cc1 (configuration not stated)	2	-9	2	96	-6	-5	14	0	-1.9	0.0
COc1ccc(-c2nc(Cn3c(SCc4ccccc4F)nc4ccncc43)c(C)o2)cc1	-1	3	3	94	-4	4	-2	2	8.0	0.1
Cc1cc(Cl)c(OCCCSc2nc(C)cc(=O)[nH]2)c(Br)c1	0	-4	4	87	-7	-7	1	0	4.6	-0.1
COC(=O)c1c(NC(NC(=O)C(C)C)C(Cl)(Cl)Cl)sc2c1CCCC2 (configuration not stated)	0	-10	2	101	-1	1	8	0	-2.6	0.0
COC(=O)c1ccc(N2C(=O)CC(N3CCN(c4ccccc4)CC3)C2=O)cc1 (configuration not stated)	1	-2	2	95	1	8	x	-2	-0.3	-0.1
CCCCn1c(SCC(=O)N(CC)C2CCS(=O)(=O)C2)nc2cc(S(N)(=O)=O)ccc21 (configuration not stated)	2	-7	14	98	-10	-1	1	1	2.4	0.0
Cc1ccc(NC(=O)c2oc3ccc(S(=O)(=O)N4CCOCC4)cc3c2C)cc1C	-1	-6	6	92	5	-1	7	-2	5.6	-0.2
CC1CCN(S(=O)(=O)c2ccc(C(=O)NC3CCS(=O)(=O)C3)cc2)CC1 (configuration not stated)	2	-13	8	98	0	-7	1	7	0.4	0.0
COc1ccc(OC)c(C(=O)NC(CC(N)=O)c2ccc(NCCOc3ccccc3)c([N+](=O)[O-])c2)c1 (configuration not stated)	1	-6	2	99	-8	-6	-4	0	-0.7	0.1
CC1=C(C)C(OCCBr)N(c2cc(O)c(Cl)cc2F)C1=O (configuration not stated)	2	-12	-8	98	-1	4	-2	2	-3.1	-0.1
CN1CCN(C(=O)C2=C[C@@H](C3CCCCC3)C[C@@H](OCCCCO)O2)CC1	0	-5	0	96	3	6	-4	4	-0.2	0.2
Cc1c(Cl)ccc2c(C(=O)NCCCn3nccc3C)cc(-c3ccccn3)nc12	x	3	1	98	-6	-2	x	1	-0.3	-0.4
Cc1ccc(S(=O)(=O)N(C)Cc2nc(-c3ccncc3)no2)cc1	1	-2	0	92	-2	-5	7	-1	-1.4	-0.3
COc1cc2c(cc1OC)CN(C(=O)CSc1nc(C)cc(C)c1C#N)CC2	-1	4	-2	97	-5	8	1	-5	-3.1	0.4
CCn1c(=O)n(CC(=O)NCc2ccco2)c(=O)c2ccccc21	1	4	1	107	-5	-2	17	0	-0.7	0.2
Cc1cc(=O)oc2cc(OCC(=O)NCC3CCC(C(=O)O)CC3)ccc12 (configuration not stated)	1	1	2	101	6	14	14	1	-1.0	-0.2
CN(c1ccccc1)S(=O)(=O)c1nnc(NC(=O)C2CCCCC2)s1	2	-6	7	94	4	7	-6	2	3.4	-0.1
O=C(CCC(=O)Nc1ccc(F)cc1)N/N=C/c1cccs1	0	0	-8	98	-7	8	-7	-3	0.4	0.2
COc1ccc(Nc2oc(COc3ccc(C)cc3)nc2C#N)cc1	-13	-1	-9	95	-6	12	-6	1	4.2	0.5
COc1ccccc1C(=O)n1nc(-c2ccccc2)nc1N	2	-6	-3	103	-9	-2	-3	0	-1.3	-0.1
Cc1nc2c(c(C)nn2-c2ccccc2)c(C)c1CCC(=O)Nc1ccc(CN2CCCC2)cc1	-12	8	18	104	2	7	12	49	1.7	1.0
O=C(CSc1ncn[nH]1)Nc1nnc(-c2ccccc2)s1	2	12	-9	97	-1	3	x	1	-0.5	-0.2
COc1ccccc1C(=O)N/N=C/c1cnc2ccccc2n1	2	-5	4	97	4	11	10	-1	-4.6	-0.4
COc1ccc(OC)c(N(CC(=O)NC2CC2)S(=O)(=O)c2ccc(C)cc2)c1	1	-9	-2	95	-9	5	-3	-2	-1.0	-0.3
CSc1ccc(/C=N/n2c(COc3ccccc3)n[nH]c2=S)cc1	0	-2	-8	97	22*	3	-23	6	0.5	0.1
COc1ccc2oc(=O)c(C(=O)NCc3ccccc3)cc2c1	0	11	-2	97	-1	8	-6	0	-0.7	-0.1
O=C(Nc1cc(C(F)(F)F)ccc1Cl)c1cc2nc3c(c(C(F)(F)F)n2n1)CCCC3	-2	13	-5	87	0	2	10	1	-0.8	-0.1
O=C(Nc1cccc(Oc2ccccc2)c1)C1Cc2c(-c3ccco3)ccnc2O1 (configuration not stated)	0	-4	1	69*	x	3	4	-3	0.9	-0.3
O=C(CCS(=O)(=O)c1ccc(Br)cc1)NC1CCCCCC1	3	0	-10	104	-4	-3	4	0	-2.7	-0.2
Cc1ccc(NC(=O)CCn2cnc3ccccc3c2=O)c(C)c1	1	-3	-6	88	4	2	-2	0	-1.4	-0.1
c1csc(-c2noc(CN3CCN4CCCC4C3)n2)c1 (configuration not stated)	0	0	-6	101	-7	-2	1	1	-1.5	0.2
Cc1cc(C)c(NC(=O)CSc2nc3ccncc3[nH]2)c(C)c1	2	2	-2	99	7	5	-1	1	-2.5	-0.2
Oc1ccccc1C=NCC(O)c1ccccc1 (configuration not stated)	-1	-2	-2	98	5	7	-6	9	-1.7	-0.2
CC(=O)N1CCN(C(=S)NC(=O)c2ccc(F)cc2)CC1	1	1	-3	93	0	-6	14	-8	-1.5	-0.3
NC(=O)COC(=O)c1ccccc1Nc1ccc(SC(F)F)cc1	0	5	6	98	-9	-6	10	1	-1.4	0.3
O=C(CCC(=O)c1ccc(F)cc1)NCC1(N2CCCCC2)CCCCC1	-1	3	8	98	2	-6	3	-3	-1.4	-0.1
CCOc1cc(N2CCOCC2)c(OCC)cc1NC(=O)CN1C(=O)N(C)C2(CCCCC2)C1=O	0	4	7	97	-16	4	5	-1	-1.8	-0.1
CCCc1ccc(C(=O)CN2C(=O)C(=O)N(C3CCCC3)C2=O)cc1	1	-3	-6	100	-4	3	-3	-3	-0.8	0.2
COc1cccc(NC(=O)C2(C)CCN2Cc2ccccc2OC(F)F)c1 (configuration not stated)	-5	4	-3	97	x	-3	-14	1	-0.7	0.3
COc1cc(OC)cc(C(C(=O)NC2CCCCC2)N(C(=O)c2ccno2)c2ccccc2)c1 (configuration not stated)	-2	-7	2	99	-1	4	x	-1	-0.2	-0.3
CN(C(=O)c1ccc2c(c1)S(=O)(=O)N=C1CCCCCN12)c1ccccc1	1	-3	7	101	-10	-8	-1	-7	1.8	-0.1
C/C=C/c1cccc(-c2nc(C(=O)NC3CCC3)cc3c2[C@H](CCO)N(S(=O)C(C)(C)C)C3)c1 (some centres not stated)	3	-4	-3	131	x	x	x	0	x	-0.1
COC(=O)c1ccc(CSc2nnc3c(Cl)cc(Cl)cn23)o1	2	-3	-4	103	-8	-3	-3	2	-2.2	0.2
COc1ccc(NC(=O)c2cc(-c3cccnc3)nc3ccc(C)cc23)cc1OC	-3	-3	2	99	-8	5	2	0	0.2	-0.4
O=C(COC(=O)c1cncc(Br)c1)Nc1ccc(S(=O)(=O)N2CCOCC2)cc1	-5	-5	3	97	-6	3	x	3	-0.8	-0.4
O=C1NC(=O)C(c2ccc(Cl)cc2Cl)N1 (configuration not stated)	0	-4	5	103	-4	7	3	5	0.5	-0.2
Cc1cc(NC(=O)c2ccc(F)cc2)ccc1NC(=O)c1ccco1	1	-5	-6	98	-12	-2	-6	-12	-0.5	0.0

More entries follow.
SMILES	N-glyco inh	NOD2 RIPK2 PPI	ABHD5 PLIN5 PPI	ABCB6 inh MLPCN	TLR9-MyD88 block	MC4R antagonist	Vif inh	Exocytosis inh	MC4R ag barr	aDG glyco up
Cn1c(/C=C/c2ccc(Cl)cc2Cl)c([N+](=O)[O-])c(=O)n(C)c1=O	-6	2	13	107	5	1	-13	27	-1.5	0.3
Cn1ncc2c(NCCO)nc(Cl)nc21	1	-3	6	93	2	-5	2	-1	-2.4	0.1
COc1ccc(Sc2ncnc3onc(C)c23)cc1	2	-1	-1	102	-5	-3	15	0	-1.1	-0.3
CCc1ccc(C(=O)COC(=O)C(Cc2ccccc2)NC(=O)C2CCC(C)CC2)cc1 (configuration not stated)	1	-3	-3	98	-9	7	-2	-2	0.1	0.0
COc1ccc(-n2nc3c(c2NC(=O)c2ccc(Br)o2)CS(=O)(=O)C3)cc1	1	-6	5	102	5	-2	-2	-1	3.8	-0.3
C=CCC[C@@H](Cc1ccc(F)cc1)C(=O)OC[C@H](Cc1c[nH]c2ccccc12)NC(=O)[C@H](CC=C)CC(=O)NCCO	5	-2	-3	98	-5	2	-2	1	-1.9	-0.2
O=C(Nc1ccc2c(c1)OCCO2)c1ccc(CN2CCOCC2)cc1	-3	1	7	101	-7	5	x	4	0.5	0.3
N#Cc1ccccc1S(=O)(=O)N1CCN(C(=O)C2CCCCC2)CC1	1	-4	4	101	3	0	0	2	1.0	0.1

An excerpt from above, reduced to N-glyco inh, aDG glyco up and MC4R antagonist.
Compound | N-glyco inh | aDG glyco up | MC4R antagonist
COc1ccc(OC)c(C(=O)NC(CC(N)=O)c2ccc(NCCOc3ccccc3)c([N+](=O)[O-])c2)c1 (configuration not stated) | 1 | 0.1 | -6
O=C(Nc1ccc2c(c1)OCCO2)c1ccc(CN2CCOCC2)cc1 | -3 | 0.3 | 5
